Assay outcomes: PubChem BioAssay, several laboratories
STEP inh = STEP (human) phosphatase inhibition. recombinant STEP, OMFP fluorogenic substrate, fluorescence. inhibition, % at 20 µM. hit rate 0.25% among 360,000;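 active = inhibition at 20 µM, scaled per plate between control wells, above about 37%, limit read from the data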;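 also: 0% = DMSO with enzyme and substrate and 100% = substrate only without enzyme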
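medium = Bis-Tris buffer pH 6.0, 2.5 mM DTT, 0.005% Tween 20 | test system = STEP (striatal-enriched tyrosine phosphatase) enzyme, cell-free | measure = normalized % inhibition | compound dosing = 20 µM, 1% DMSO | also added = 25 µM OMFP | schedule = reaction 20 min, ambient temperature | measured by = fluorescence read at 480 nm ex / 540 nm em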
MsrA inhibitor = inhibitors of bovine MsrA | purified bovine MsrA, absorbance read-out | inhibition, % at 15.5 µM | hit rate 0.75% among 360,000; in the data active = inhibition above about 4.5%;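 also: 0% = vehicle wells with enzyme and 100% = reference inhibitor wells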
LMPTP block = blocks human LMPTP phosphatase. hit rate 0.22% among 360,000. recombinant LMPTP-A, OMFP fluorogenic substrate, fluorescence intensity. AID 651560. inhibition, % at 20 µM;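 active = compounds that cut the enzyme signal by at least half of the control window in the single-dose screen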;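 also: plate controls were DMSO wells with enzyme plus substrate for no effect and substrate without enzyme for full effect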
Target sequence (P24666 whole entry, looked up): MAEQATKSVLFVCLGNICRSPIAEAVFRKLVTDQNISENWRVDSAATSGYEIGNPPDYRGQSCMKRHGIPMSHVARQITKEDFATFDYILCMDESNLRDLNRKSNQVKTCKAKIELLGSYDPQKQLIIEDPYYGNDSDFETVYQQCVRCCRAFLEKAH
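Test system – LMPTP-A enzyme · Amount – LMPTP-A at 0.625 nM final in the reaction · Buffer or medium – Bis-Tris pH 6.0, DTT, detergent · Reagent – OMFP 400 µM · Doses – single 20 µM dose · Schedule – reaction 50 min, room temperature, dark · Detection – fluorescence intensity of OMFP turnover product · Evaluation – percent inhibition versus substrate-only and uninhibited controls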
NadD inh = blocks S. aureus nicotinate mononucleotide adenylyltransferase; purified NadD enzyme, colorimetric absorbance read-out; inhibition, % at 20 µM; hit rate 0.78% among 360,000; AID 602399; in the data active = inhibition above about 26%; also: some compounds past the cut are filed as inactive
DNMT1 block = DNMT1 (human) enzyme inhibition | inhibition (reported as % activation of signal), % at 10 µM | AID 588458 | DNMT1 molecular beacon, Hinp1I cleavage, fluorescence | hit rate 0.83% among 360,000 | P26358; in the data active = inhibition above about 50%
Scp-1 inhibitor = blocks human Scp-1 phosphatase activity; Q9GZU7; Recombinant Scp1, phosphopeptide, malachite green phosphate absorbance; inhibition, % at 20 µM; hit rate 0.88% among 340,000; AID 493091;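 active = inhibition above about 50% at 20 µM, limit read from the data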;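 also: plate controls were DMSO wells with enzyme for no effect and wells lacking enzyme for full effect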
Target sequence (Q9GZU7 76-261 limits assumed): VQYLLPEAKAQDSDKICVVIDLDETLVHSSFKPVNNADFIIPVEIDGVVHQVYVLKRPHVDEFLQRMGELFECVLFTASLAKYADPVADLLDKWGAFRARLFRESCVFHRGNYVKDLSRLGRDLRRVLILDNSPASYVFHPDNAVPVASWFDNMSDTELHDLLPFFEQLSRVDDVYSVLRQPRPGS
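assay system = SCP-1 phosphatase catalytic domain, residues 76-261 | buffer or medium = 50 mM Tris acetate pH 5.5, 0.005% Tween-20, 10 mM MgCl2 | incubation = enzyme reaction 45 min at room temperature, colour 5 min, stabilisation 30 min | signal = Phosphate-binding colour reagent, absorbance read at 630 nm | measure = % inhibition at 20 µM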
SUMO1 PPI mod = modulators of human SUMO1-mediated protein-protein interactions | hit rate 0.33% among 360,000 | AID 602429 | inhibition, % at 20 µM | SUMO1 binding to a labelled peptide, TR-FRET, 1 h | P63165; in the data active = inhibition above about 37%
CSN deneddyl inh = blocks human CSN-mediated cullin deneddylation. Q92905. Purified CSN, SCF-Nedd8-OG deneddylation, fluorescence polarization. inhibition, % at 12.5 µM. hit rate 0.38% among 360,000. AID 651999;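 active = pattern-corrected inhibition above about 35%, with an unprinted fluorescence ratio check between 0.5 and 1.5, limit read from the data, passing the limit was not always enough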;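 also: 0% = enzyme with substrate and 100% = substrate without enzyme; some results filed as inactive read as strong as hits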
Target sequence (Q92905 whole entry, looked up, one chain of several): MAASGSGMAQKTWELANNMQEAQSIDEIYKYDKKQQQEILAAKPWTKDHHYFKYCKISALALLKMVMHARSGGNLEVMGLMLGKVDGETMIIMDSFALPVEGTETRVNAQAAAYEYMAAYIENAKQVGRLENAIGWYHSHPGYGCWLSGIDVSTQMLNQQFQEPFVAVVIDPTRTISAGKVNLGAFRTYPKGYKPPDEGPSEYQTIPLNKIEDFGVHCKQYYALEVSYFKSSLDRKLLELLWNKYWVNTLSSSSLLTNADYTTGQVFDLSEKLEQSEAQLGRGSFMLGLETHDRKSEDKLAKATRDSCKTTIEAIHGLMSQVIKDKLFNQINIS
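Assay system: HEK293T-derived human Csn5 enzyme; quantity: 0.24 nM enzyme; medium: Tris/NaCl/DTT buffer, pH 7.5; also added: substrate SCFSkp2-Nedd8OG, 10 nM; doses: 12.5 µM compound; schedule: 90 min reaction at room temperature; signal: FP; read-out: % inhibition of substrate cleavage by Csn5; benchmarks: substrate-only high control, full reaction low control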
Rpn11 block = inhibitors of human proteasome Rpn11 | hit rate 0.59% among 360,000 | AID 588493 | human 26S proteasome, Ub4-pepOG fluorescence polarization; 20S core pre-blocked with epoxomicin | O00487 | calls only at 20 µM;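 active = inhibition at 20 µM, scaled to each plate's controls, above about 33%, limit read from the data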
Target sequence (O00487 whole entry, looked up): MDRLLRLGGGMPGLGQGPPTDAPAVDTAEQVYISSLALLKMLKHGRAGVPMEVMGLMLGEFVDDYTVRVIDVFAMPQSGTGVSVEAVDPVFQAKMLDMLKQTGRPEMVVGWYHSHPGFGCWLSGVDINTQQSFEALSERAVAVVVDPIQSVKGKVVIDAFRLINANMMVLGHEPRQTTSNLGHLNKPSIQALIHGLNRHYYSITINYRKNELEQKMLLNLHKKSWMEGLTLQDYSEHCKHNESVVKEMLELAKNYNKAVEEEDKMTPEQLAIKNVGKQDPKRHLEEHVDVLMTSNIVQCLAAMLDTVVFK
TbMetRS inhib = Trypanosoma brucei MetRS inhibition. purified T. brucei MetRS, ATP depletion, Kinase-Glo luminescence. inhibition, % at 11.9 µM. hit rate 0.4% among 360,000. AID 624268;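 active = inhibition above a per-plate cutoff of the control wells' mean inhibition plus 3 SD, cut at about 5.5% in these data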;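 also: 0% = DMSO wells median and 100% = median of wells with control inhibitor compound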
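Test system: purified T. brucei MetRS enzyme. Also added: ATP, methionine and E. coli bulk tRNA substrates. Compound: 11.9 µM single point. Schedule: 15 min enzyme-compound preincubation, 2 h reaction, 10 min detection, 25 °C. Signal: luciferase luminescence of residual ATP, Kinase-Glo. Evaluation: percent inhibition versus plate control medians. Controls: DMSO wells, low control.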
Starred values were filed as active, the others as inactive; i = inactive; · = not tested or not shown. Random draw from the library. Share with any hit: about 3.9%.

SMILES	STEP inh	MsrA inhibitor	LMPTP block	NadD inh	DNMT1 block	Scp-1 inhibitor	SUMO1 PPI mod	CSN deneddyl inh	Rpn11 block	TbMetRS inhib
CC(=C\C(=O)O)/C(=C\c1cccc2ccccc12)C(=O)O	1	1.9	-0.1	0	2	4	-5	-3	i	0.4
Cc1ccc(C)c(S(=O)(=O)NCCN2CCOCC2)c1	-2	0.1	-1.9	-1	1	-4	9	-1	i	-1.0
Cc1ccc(N(C(=O)c2cccs2)C2C=CS(=O)(=O)C2)cc1 (configuration not stated)	1	0.4	-2.1	-4	3	-12	4	-5	i	-0.2
CC(C)COP(=O)(CNC(=O)CN1C(=O)c2ccccc2S1(=O)=O)OCC(C)C	-4	-1.6	-2.3	-3	-1	-7	-3	-7	i	-0.1
CCOC(=O)c1ccc(-n2c(CCC(=O)O)ccc2-c2ccccc2)cc1	2	0.0	0.6	0	-5	-10	6	-2	i	-0.4
COCCNc1nc(-c2cc(C)c(C)cc2C)cs1	-4	1.2	0.0	-6	-2	-4	0	-4	i	-0.3
CCN(CC)C(=O)Cn1c(=O)c2ccccc2n2c(=S)sc(-c3cccc(C)c3)c12	0	-0.7	4.6	0	4	4	-8	33	i	-0.7
O=C(COC(=O)c1ccc(CN2CCCC2=O)cc1)Nc1ccc(F)cc1	0	-0.7	-0.5	2	-24	-5	0	0	i	-0.6
CCOc1ccc(C(=O)NCC(=O)Nc2ccncc2)cc1OCC	-2	-0.6	0.0	1	5	-3	6	1	i	-0.3
CCCOC1CCCN(Cc2cn(C)nc2-c2ccccc2F)C1 (configuration not stated)	3	0.1	-1.6	3	-4	-10	5	3	i	0.6
CCN1C(=O)c2cccc3c(NS(=O)(=O)c4ccc(NC(C)=O)cc4)ccc1c23	-4	0.7	0.3	-4	0	-7	-20	-4	i	-0.7
CCOc1ccc2nc(SCc3ccccc3C#N)sc2c1	0	-0.3	2.6	-2	-6	-17	1	0	i	-0.6
COc1cc(/C=C/C(=O)Nc2ccc3nc4n(c(=O)c3c2)CCCC4)cc(OC)c1OC	0	4.6*	1.9	-8	2	-12	8	0	i	0.5
COc1ccc(C(=O)N/N=C(/C)c2cccc(NC(=O)C(F)(F)F)c2)cc1	0	0.5	-2.1	-6	6	-11	-3	0	i	-0.3
COC(=O)c1ccc2nc(-c3ccc(Cl)cc3)c(Cc3ccccc3OC)n2c1	-2	0.8	0.9	10	7	·	2	6	i	0.3
COc1ccc(C(C)=O)cc1CSCC(=O)O	-1	-0.8	-1.6	-2	-2	-4	1	-3	i	0.2
CCN(CC)Cc1cc2[nH]c3c4ccc(Cl)cc4ncc3c2cc1OC	1	0.1	6.7	-5	3	4	-20	2	i	1.3
CCOc1ccc(C(=O)Nc2sc3c(c2C(=O)OC)CC(C)(C)NC3(C)C)cc1	4	0.3	2.0	0	0	0	-13	-5	i	-0.2
COc1cc(NC(=O)/C=C/c2ccccc2[N+](=O)[O-])cc(OC)c1	-3	-0.6	-0.8	-8	4	-9	-16	-3	i	-0.5
COc1ccc(/C=C(\NC(=O)c2ccccc2)C(=O)N/N=C/c2cccnc2)cc1	2	3.4	-1.2	-3	3	-7	-10	0	i	0.4
CCN(c1ccccc1)S(=O)(=O)c1ccc(N2CCN(c3ccc(O)cc3)CC2)nc1	1	0.2	0.7	14	-15	3	8	3	i	-0.2
Cc1ccc(C)c(NC(=S)N2CCN(S(=O)(=O)c3ccccc3)CC2)c1	2	-0.5	-1.6	-1	1	0	2	5	i	0.4
CC1CCN(c2nc(-c3ccc(F)cc3)cc(C(F)(F)F)n2)CC1	-1	-1.5	0.8	3	5	-8	-1	-1	i	-0.1
O=C(NC1CCN(C(=S)NCc2ccco2)CC1)NC12CC3CC(CC(C3)C1)C2	9	-0.9	-1.0	18	-1	7	-11	6	i	-0.9
O=C(NCc1ccccc1C(F)(F)F)C1CC(c2ccccc2C(F)(F)F)=NO1 (configuration not stated)	0	-0.8	-0.3	-3	3	-3	-1	-4	i	0.1
NC(=O)c1c(NC(=O)c2ccccc2)sc2c1CCc1ccccc1-2	-9	0.8	2.1	11	14	45	1	0	i	-0.7
CCc1ccccc1NC(=S)N1CCC(C(=O)c2ccc(F)cc2)CC1	3	-0.2	0.9	-1	-1	-5	-2	2	i	-0.4
CCN(CC)CCCNC(=O)CCn1nc(-c2ccccc2)ccc1=O	-3	0.6	0.1	-6	2	2	-3	1	i	-1.4
CC(NC(=O)c1cc(-c2ccccc2)on1)c1ccccc1 (configuration not stated)	-6	0.5	-0.5	-1	2	-8	3	-1	i	0.1
COc1cccc(NC(=O)CN(C)C(=O)C2CC3C=CC2C3)c1 (configuration not stated)	1	-0.7	-1.5	2	14	-7	1	-5	i	0.3
CCOC(=O)COc1cccc2c(=O)n(CC(=O)N3CCc4ccccc43)ccc12	0	-0.8	-1.7	-5	4	-12	0	-1	i	-0.7
Cc1ccc(NC(=Nc2ccc(Br)cc2)N2CCOCC2)cc1C	0	-1.1	0.0	-10	-1	1	2	6	i	0.0
CN(C)CCCN(C(=O)c1ccc2c(c1)CCCC2)c1nc2cc3c(cc2s1)OCO3	2	0.4	-0.5	-7	2	2	-14	2	i	-0.5
Cc1ncc([N+](=O)[O-])n1CC(=O)Nc1ccc(Cl)cc1	0	0.3	-0.4	-4	5	-5	-8	0	i	2.6
CCC1COCCS(=O)(=O)N1Cc1ccccc1 (configuration not stated)	0	1.1	0.9	0	2	2	-3	0	i	-0.6
Cc1cccc(S(=O)(=O)Nc2ccc(-c3ccc4nncn4n3)cc2)c1	-1	0.9	6.3	0	0	-2	-13	5	i	0.1
CCc1ccccc1N(C(=O)CCC(=O)Nc1cc(C)on1)C(C(=O)NC1CCCC1)c1ccco1 (configuration not stated)	-2	-0.1	-0.1	-3	0	-11	-4	-3	i	-0.9
COc1cccc(NC(=O)c2ccc(CN3CCOCC3)cc2)c1	-5	-0.7	-0.2	1	-3	-6	0	-1	i	-1.0
COc1ccc(C2/C=C\CN(C(=O)C3CCCCC3)CC(=O)N2Cc2ccc(F)cc2)cc1 (configuration not stated)	1	2.3	-0.3	0	-3	-6	3	1	i	-0.4
CO/N=C/NC(=O)NOCc1c(Cl)cccc1Cl	0	0.2	-0.6	-1	-1	-3	0	-4	i	-1.2
CCC1(CC)C(=O)N(c2ccccc2)C(=N)N(c2ccccc2)C1=O	-1	0.8	0.3	2	1	0	8	-2	i	0.5
CC[C@]1(C(=O)OC)[C@H]2C(=O)N(C)C(=O)[C@H]2[C@H]2CN=C(SCc3ccc(C(=O)OC)cc3)N21	3	-0.1	-0.8	4	7	-4	6	6	i	-0.6
CC(CNCCCn1cnc2c(OCc3ccccc3)ncnc21)c1ccccc1 (configuration not stated)	-2	-0.4	-0.3	-6	-2	8	-1	2	i	0.6
COc1cccc(NC(=S)NCCc2ccccn2)c1	2	0.7	-0.7	-5	1	-5	0	2	i	-0.9
Cn1c(=O)c2c(nc(SCC(=O)NC34CC5CC(CC(C5)C3)C4)n2C)n(C)c1=O	-1	-1.2	-0.6	-7	0	-6	-2	2	i	0.1
C(=NNc1nnn(Cc2ccccc2)n1)c1ccccc1	0	0.6	-1.2	-3	17	·	-1	3	i	-0.1
O=C1Nc2ccccc2N(C(=O)c2ccc(-c3ccccc3)cc2)C1c1nc2ccccc2[nH]1 (configuration not stated)	·	0.8	2.1	31*	·	·	-17	1	·	-4.0
CC(C)c1nc(SCC(=O)Nc2ccc(C(=O)O)cc2)c2c3c(sc2n1)CCCC3	1	1.1	53*	10	1	17	32	5	i	-0.4
Cc1ccc(N(CC(=O)NCc2ccccc2)C(=O)CCC(=O)Nc2ccccn2)cc1	-1	-0.6	-0.5	-5	1	-1	3	-2	i	-0.4
Cc1ccccc1-c1ccc(C(=O)Nc2cccc(F)c2)o1	-1	0.1	1.5	-5	2	-4	0	-1	i	-0.3
Cc1cc(OCCN2CC(C)OC(C)C2)ccc1[N+](=O)[O-] (configuration not stated)	-3	1.8	-0.3	3	3	-8	-4	-3	i	-0.2
S=C(c1ccccc1)N1CCN(c2ccccc2)CC1	6	0.4	-0.5	-2	2	0	0	-7	i	0.6
CC(=O)N1CCc2cc(S(=O)(=O)NCCN3CCC(C)CC3)ccc21	-3	-0.3	0.3	1	-3	-5	0	2	i	0.3
O=C1Nc2ccccc2-n2nnnc2C1N1CCN(C(=O)c2ccco2)CC1 (configuration not stated)	·	0.2	0.6	·	·	·	-7	-2	·	-0.5
COC(=O)c1ccc(Sc2ccccc2NS(=O)(=O)c2ccc(OC)cc2)nc1	0	-0.6	0.7	-7	0	-12	3	3	i	-0.5
CN(C)c1nc(N)nc(CSc2nnnn2-c2ccc(F)cc2)n1	0	-0.1	-0.3	-1	-4	-4	5	3	i	-1.4
CC1(C)CC(C(=O)Nc2ccccc2)C(=O)O1 (configuration not stated)	-2	0.8	-1.7	-3	0	-7	2	1	i	-0.7
COc1ccc(OCC(O)CNC(=O)c2ccccc2C(=O)O)cc1 (configuration not stated)	-1	-0.3	0.4	0	1	-10	-5	-3	i	-0.4
COc1ccc(N2C(=O)NC(NS(=O)(=O)c3ccc(NC(C)=O)cc3)(C(F)(F)F)C2=O)cc1 (configuration not stated)	0	-0.2	0.5	-8	2	-5	1	-1	i	-0.6

Single values from the list.
Reading for COc1ccc(OCC(O)CNC(=O)c2ccccc2C(=O)O)cc1 (configuration not stated) in SUMO1 PPI mod: -5
Reading for CN(C)c1nc(N)nc(CSc2nnnn2-c2ccc(F)cc2)n1 in LMPTP block: -0.3
Reading for CC(=O)N1CCc2cc(S(=O)(=O)NCCN3CCC(C)CC3)ccc21 in DNMT1 block: -3

Two compounds drawn at random from the list so far:
SMILES	STEP inh	MsrA inhibitor	LMPTP block	NadD inh	DNMT1 block	Scp-1 inhibitor	SUMO1 PPI mod	CSN deneddyl inh	Rpn11 block	TbMetRS inhib
COc1cc(/C=C/C(=O)Nc2ccc3nc4n(c(=O)c3c2)CCCC4)cc(OC)c1OC	0	4.6*	1.9	-8	2	-12	8	0	i	0.5
COc1ccc(OCC(O)CNC(=O)c2ccccc2C(=O)O)cc1 (configuration not stated)	-1	-0.3	0.4	0	1	-10	-5	-3	i	-0.4
